T cell modulator: T cell immune modulators affecting CD8 T cell-vesicle binding; 2C CD8+ T cell-vesicle binding, flow cytometry; hits give low values; calls only at 7 µM; actives 0.068% (n = 330,000); AID 2052;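 active means response, share of CD8 T cells binding vesicles, and their 90th percentile fluorescence all below set limits, cut at about 80% in these data, passing the limit was not always enough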
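Read-out – percent CD8+ FL2 mean versus row control · System – murine 2C transgenic CD8+ T lymphocytes · Times – 1.5 h cell–vesicle binding at 37 °C, then 20 min icy labelling · Control set – naked vesicles low, QL9 vesicles with vehicle high · Detection – cytometric PE anti-B7-1 and Alexa647 anti-CD8 signals after 1% paraformaldehyde fixation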
T cell modulator vesicle-bound %: recorded beside T cell modulator, whose call it bears; double positive events, %; measured here: CD8+ vesicle-bound cell fraction;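 binding gate set so that unloaded-vesicle control wells show 10% double positive cells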
* = called active by the depositor; i = inactive.

T cell modulator	T cell modulator vesicle-bound %	molecule
i	50	O=C(CNC(=O)c1ccc(Cl)cc1Cl)OCn1nnc2ccccc2c1=O
i	53	CCOC(=O)CSc1nc2c(cnn2-c2ccc(Cl)cc2)c(=O)[nH]1
i	54	C[C@H]1CN([C@@H](C)CO)C(=O)c2cccc(NC(=O)c3cnccn3)c2O[C@@H]1CN(C)C(=O)Nc1ccc2c(c1)OCO2
i	23	O=C(COC(=O)c1ccc(F)cc1F)NCCC1=CCCCC1
i	26	COC(=O)c1cc(OC)c(OC)cc1N1C(=O)CC(C)(C)CC1=O
i	47	CCN(CC)CCN1C(=O)/C(=C\c2ccc(Cl)c([N+](=O)[O-])c2)SC1=Nc1ccc(OC)cc1
i	56	CCN(Cc1ccccc1)C(=O)Cc1c[nH]c2ccccc12
i	66	O=C(CCN1CCCCO1)N1CCCC(Nc2ccc(F)cc2)C1 (stereo unspecified)
i	21	O=C(CCCNC(=O)c1ccc(Cl)cc1)Nc1ncccc1O
i	33	O=C(CSCc1cc(=O)n2ccsc2n1)Nc1ccccc1
i	17	O=C(COC(=O)/C=C/c1ccc(C(F)(F)F)cc1)NC(=O)NCc1ccco1
i	59	N#Cc1c(-c2cccc([N+](=O)[O-])c2)nc2n(c1=O)CCS2
i	42	COc1cc(C(=O)NN(CCC#N)C2=NS(=O)(=O)c3ccccc32)cc(OC)c1OC
i	58	Cc1ccc2c(C)c(C(=O)NCCN3CCOC3=O)oc2c1C
i	63	CCOc1cc(C(=S)N2CCCC2)ccc1O
i	55	CCN1CCN(CCC(=O)Nc2ccc(C)cc2)CC1
i	19	N/C(=N\OC(=O)C1CCCCC1)c1ccc(Br)cc1
i	47	CC(=O)Oc1c(-c2ccc(Br)o2)oc2ccccc2c1=O
i	16	O=C(CCc1ccccc1)N1CCN(Cc2ccc(F)cc2Cl)CC1
i	23	Cc1ccc(C)c(N2CCN(C(=O)C3CCCN(c4ncnc5c4nc4n5CCCCC4)C3)CC2)c1 (stereo unspecified)
i	14	Cc1cc(C(=O)N/N=C/c2ccccn2)c2ccccc2n1
i	38	CC(C)(C)N1CC(C(=O)Nc2ccc(S(N)(=O)=O)cc2)CC1=O (stereo unspecified)
i	8	O=S(=O)(c1ccc(F)c(F)c1F)N1CCN(c2ncnc3sccc23)CC1
i	14	Cc1cc(C)cc(-n2ncc3c2CCCC3NC(=O)c2ccccc2N2CCOCC2)c1 (stereo unspecified)
i	20	Cc1ccc(C)c(OCc2cc(C(=O)NC3CCN(Cc4ccccc4)CC3)no2)c1

Part of the list above in order of molar mass, ascending:
T cell modulator	T cell modulator vesicle-bound %	molecule
i	63	CCOc1cc(C(=S)N2CCCC2)ccc1O
i	55	CCN1CCN(CCC(=O)Nc2ccc(C)cc2)CC1
i	14	Cc1cc(C(=O)N/N=C/c2ccccn2)c2ccccc2n1
i	33	O=C(CSCc1cc(=O)n2ccsc2n1)Nc1ccccc1
i	66	O=C(CCN1CCCCO1)N1CCCC(Nc2ccc(F)cc2)C1 (stereo unspecified)
i	38	CC(C)(C)N1CC(C(=O)Nc2ccc(S(N)(=O)=O)cc2)CC1=O (stereo unspecified)
i	47	CC(=O)Oc1c(-c2ccc(Br)o2)oc2ccccc2c1=O
i	53	CCOC(=O)CSc1nc2c(cnn2-c2ccc(Cl)cc2)c(=O)[nH]1
i	17	O=C(COC(=O)/C=C/c1ccc(C(F)(F)F)cc1)NC(=O)NCc1ccco1
i	50	O=C(CNC(=O)c1ccc(Cl)cc1Cl)OCn1nnc2ccccc2c1=O
i	8	O=S(=O)(c1ccc(F)c(F)c1F)N1CCN(c2ncnc3sccc23)CC1
i	20	Cc1ccc(C)c(OCc2cc(C(=O)NC3CCN(Cc4ccccc4)CC3)no2)c1
i	14	Cc1cc(C)cc(-n2ncc3c2CCCC3NC(=O)c2ccccc2N2CCOCC2)c1 (stereo unspecified)
i	42	COc1cc(C(=O)NN(CCC#N)C2=NS(=O)(=O)c3ccccc32)cc(OC)c1OC
i	23	Cc1ccc(C)c(N2CCN(C(=O)C3CCCN(c4ncnc5c4nc4n5CCCCC4)C3)CC2)c1 (stereo unspecified)
i	47	CCN(CC)CCN1C(=O)/C(=C\c2ccc(Cl)c([N+](=O)[O-])c2)SC1=Nc1ccc(OC)cc1

(cont.)
T cell modulator	T cell modulator vesicle-bound %	molecule
i	23	COc1ccc(Nc2nc(N3CCN(S(=O)(=O)N(C)C)CC3)nc3ccccc23)cc1
i	51	O=C(Nc1c(Cl)ccc2nsnc12)c1ccc([N+](=O)[O-])o1
i	69	O=C(Nc1ccc(-c2ccco2)cc1)C1CCCN(Cc2ccc(CO)o2)C1 (stereo unspecified)
i	30	O=C(COc1ccc2c3c(c(=O)oc2c1)CCCC3)NCCN1CCOCC1
i	46	COc1ccccc1CN(C)C(=O)CN1C(=O)c2ccccc2C1=O
i	36	Cc1ccc(NC(=O)c2ccccc2OCC(=O)Nc2ccccc2F)cc1S(=O)(=O)N(C)C
i	26	CC(=O)Nc1ccc(S(=O)(=O)Nc2ccccc2C(=O)N2CCCC2)cc1
i	56	CCOc1nc(Nc2ccccc2F)nc(OCC)n1
i	70	COc1ccc(/C=N/N2CCN(c3ccccc3OC)CC2)cc1Br
i	20	C/C(=N\NC(=O)C1CC1)c1ccc(OC(F)F)cc1
i	41	CC1CCN(S(=O)(=O)c2ccc(NC(=O)CN3C(=O)NC(C)(c4ccccc4)C3=O)cc2)CC1 (stereo unspecified)
i	48	Cc1cccc(C(=O)Nc2cccc(C(=O)Nc3cc(C)ccn3)c2)c1
i	56	Cc1ccc(NC(=O)c2cccc(S(=O)(=O)NCc3ccccc3)c2)nc1
i	20	O=C(COC(=O)COc1ccc(Br)cc1)NC1CCCCCC1
i	25	CCOC(=O)C1CCCN(S(=O)(=O)CCNC(=O)c2ccc(F)cc2)C1 (stereo unspecified)
i	59	O=C(/C=C/c1ccccc1)Nc1cc(NC(=O)/C=C/c2ccccc2)cc(C(=O)O)c1
i	9	CCCC(=O)Nc1nnc(SCC(=O)NC2CC2)s1
i	31	C=CCN(c1ccccc1)S(=O)(=O)c1cccc(C(=O)N2CCN(c3ncccn3)CC2)c1
i	17	CCCC(C)c1nc(C(N)=O)c2[nH]c(=O)n(-c3ccc(OC)cc3OC)c2n1 (stereo unspecified)
i	25	COCc1cc(C)nc(SCC(=O)Nc2ccc3[nH]c(=O)[nH]c3c2)c1C#N
i	49	c1ccc2cc(OCCCn3ccnc3)ccc2c1
i	67	C=CCNC(=O)c1ccccc1SCc1c(C)noc1C
i	7	COc1ccc(-n2ccnc2SCC(=O)Nc2cc(C)on2)cc1
i	39	Cc1c(NC(=O)C(C)Sc2nccn2C)c(=O)n(-c2ccccc2)n1C (stereo unspecified)
i	24	O=C(CNC(=O)c1ccco1)NNC(=O)c1n[nH]c(=O)c2ccccc12

Next entries
T cell modulator	T cell modulator vesicle-bound %	molecule
i	18	CCOc1ccccc1/C=N/NC(=O)c1nnn(-c2nonc2N)c1CN1CCC(C)CC1
i	4	Cc1nn(C(=O)CCC(=O)NCCc2ccccc2)c2ccccc12
i	20	COc1cc(N)c(Cl)cc1C(=O)OC(C)C(=O)Nc1cccc(S(=O)(=O)N2CCOCC2)c1 (stereo unspecified)
i	8	O=C(CCCN1C(=O)/C(=C/c2ccccc2)SC1=S)NCCCn1ccnc1
i	54	O=C(Cc1n[nH]c(=O)c2ccccc12)N1CCN(S(=O)(=O)c2ccc(F)c(Cl)c2)CC1
i	26	COc1cccc(N2CCN(C(=O)CNC(=O)c3sc4ccccc4c3Cl)CC2)c1
i	20	CSc1nc(N)c(NC(=O)c2ccc(Br)o2)c(=O)[nH]1
i	57	CCOC(=O)C1(Cc2cccc(OC)c2)CCCN(S(=O)(=O)CC)C1 (stereo unspecified)
i	61	O=C1C(=O)N(c2ccccn2)C(c2ccc(Br)cc2)/C1=C(/O)c1ccc(Br)cc1 (stereo unspecified)
i	17	O=C(NC1CC(=O)N(c2ccc3c(c2)OCCO3)C1)N1CCC(O)CC1 (stereo unspecified)
i	34	Cc1ccc(S(=O)(=O)CCC(=O)N(Cc2nnc(-c3ccc(Cl)cc3)o2)C2CC2)cc1
i	17	COc1ccc(C(=O)CC(=O)C(=O)Nc2ccc([N+](=O)[O-])cc2C)cc1
i	38	COc1cccc(NC(=O)C(=O)NCCC2CCCCN2S(=O)(=O)c2cccs2)c1 (stereo unspecified)
i	31	COc1ccccc1NC(=O)CCNS(=O)(=O)c1ccc2c(c1)CCN2C(C)=O
i	61	Cc1occc1C(=O)N1CCN(S(=O)(=O)c2ccccc2)CC1
i	44	O=C(NCCCn1ccnc1)c1ccccc1Cl
i	24	Cc1nn(C(C)C(=O)NCCCN2CCCCCC2)c(=O)c2c1sc1ccccc12 (stereo unspecified)
i	22	COCCN(C(=O)c1csnn1)C(C(=O)NC1CCCC1)c1ccc(C)cc1 (stereo unspecified)
i	23	COc1cccc(C(=O)N2CCC(n3nccc3NC(=O)C(OC)c3ccccc3)CC2)c1 (stereo unspecified)
i	53	O=C(N/N=C/c1ccccc1C(F)(F)F)c1ccc2nc[nH]c2c1
i	33	CCOc1ccccc1OCC(=O)OCc1csc(CC(=O)Nc2ccccc2C)n1
i	23	c1ccc(CCC2Cc3ccccc3N2)cc1 (stereo unspecified)
i	49	CS(=O)(=O)N(CC(=O)N1CCCC1)c1ccc(Cl)cc1Cl
i	46	COc1ccc(NC(=O)c2ccc3ccccc3c2)cc1
i	48	COc1cccc(NC(=O)COC(=O)c2ccccc2C(=O)N(C)c2ccccc2)c1

New compounds follow:
T cell modulator	T cell modulator vesicle-bound %	molecule
i	11	COc1ccc(NS(=O)(=O)c2ccc(Br)cc2)cn1
i	50	CN(C)S(=O)(=O)c1ccc(C(=O)/C=C/c2cccnc2)cc1
i	46	O=C1CN(C(=O)COC(=O)CCS(=O)(=O)c2ccccc2Cl)c2ccccc2N1
i	35	CCc1cccc(NC(=O)C2CCCN2S(=O)(=O)c2ccc3c(c2)CC(C)N3C(C)=O)c1 (stereo unspecified)
i	23	COc1ccc(N(CC2CO2)S(=O)(=O)c2ccc(C)cc2)cc1 (stereo unspecified)
i	32	Cc1ccc2c(c1)N(C(=O)CCC(=O)N1CCN(c3ccccc3)CC1)CCO2
i	32	CCc1nnc(NC(=O)CCN2C(=O)/C(=C/c3cc(OC)c(OC)c(OC)c3)SC2=S)s1
i	43	CN(CC(=O)NCc1ccccc1Cl)CC(=O)Nc1ccccc1Br
i	17	CCCCCCSc1ccc([C@H]2N[C@@](CC(C)C)(C(=O)OC)[C@H]3C(=O)N(C)C(=O)[C@@H]23)cc1
i	45	COc1ccc(C(=O)COC(=O)c2cncc(Br)c2)cc1
i	7	CN(CC(=O)NCc1ccncc1)S(=O)(=O)c1ccc(Br)cc1
i	19	COc1ccc(S(=O)(=O)N2CCC(C(=O)Nc3nccs3)CC2)cc1
i	54	CC1CCN(C(=O)COC(=O)c2cccc(S(=O)(=O)N(C)c3ccccc3)c2)CC1
i	52	COc1ccc(S(=O)(=O)NCCCn2ccnc2)cc1Cl
i	35	Nc1cc(N)nc(SCc2ccc(Cl)cc2)n1
i	41	CN(CC(=O)Nc1ccccc1Cl)C(=O)COC(=O)C1CCN(c2ccc(C(F)(F)F)cn2)CC1
i	16	Cc1ccc(S(=O)(=O)N2CCCCC2)cc1C(=O)N(C)CC(=O)Nc1cccc(F)c1
i	10	CCNC(=O)C(=O)NCC(c1cccs1)S(=O)(=O)c1ccc(C)cc1 (stereo unspecified)
i	43	CC(=O)N(c1nnc(-c2cccc(C)c2)s1)C1CCCC1
i	37	COC(=O)c1sccc1NC(=O)c1ccccc1F
i	34	NC(=O)c1ccsc1NC(=O)CS(=O)(=O)c1ccccc1
i	54	CC(=O)N1CCOc2ccc(S(=O)(=O)N3CCC(C(=O)Nc4cc(C)cc(C)c4)CC3)cc21
i	38	Cc1ccc(CN2CC(=O)N3[C@H]4c5cc(Cl)ccc5OC[C@@H]4[C@H](c4ccccc4)[C@]3(C)C2=O)cc1
i	44	COCCN(CCOC)Cc1c(O)ccc2c1O/C(=C\c1ccc(C)o1)C2=O
i	54	COCc1cc(C)nc(Nc2ccccc2OC)c1C#N

(continued)
T cell modulator	T cell modulator vesicle-bound %	molecule
i	19	Oc1ccccc1-c1nnc2n1CCCCC2
i	48	CC1CCC(NC(=O)CN2C(=O)c3cccnc3Oc3ccc(Cl)cc32)CC1 (stereo unspecified)
i	46	CSCCC(NC(=O)c1ccco1)C(=O)NCC(c1ccco1)N1CCCCC1 (stereo unspecified)
i	9	COc1cc(NC(=O)CCc2nnc3ccc(NCc4ccco4)nn23)cc(OC)c1
i	10	CC(C)Oc1ccc(CNC(=O)CCCN2C(=O)C(c3ccccc3)Oc3cccnc32)cc1 (stereo unspecified)
i	59	O=C(Cn1c(NCCCO)nc2ccccc21)c1ccc([N+](=O)[O-])cc1
i	20	CCOC(=O)C1(Cc2cccc(OC)c2)CCCN(C(=O)c2cc(C)oc2C)C1 (stereo unspecified)
i	8	COc1cccc(N2CCN(S(=O)(=O)c3c(C)[nH]c(C)c3C(=O)N3CCCCC3)CC2)c1
i	58	CN(Cc1cccc(Cl)c1Cl)C(=O)c1cccc(S(=O)(=O)N2CCN(Cc3ccccc3)CC2)c1
i	24	COC(=O)c1ccc(N2CCN(C)CC2)c(NC(=O)COc2ccccc2)c1
i	26	Cc1ccsc1C(=O)NCCc1c[nH]c2ccccc12
i	50	CC(C)(C)c1ccc(Cc2n[nH]c(=S)[nH]c2=O)cc1
i	33	O=C1C=C(c2ccc3c(c2)OCO3)C[C@@H](c2ccc3c(c2)OCO3)C1
i	5	O=C(CN(c1ccccc1)S(=O)(=O)c1ccc(F)cc1)NCc1cccs1

A second format for some results above.
structure	T cell modulator	T cell modulator vesicle-bound %
Cc1ccc(S(=O)(=O)CCC(=O)N(Cc2nnc(-c3ccc(Cl)cc3)o2)C2CC2)cc1	i	34
COc1ccc(C(=O)CC(=O)C(=O)Nc2ccc([N+](=O)[O-])cc2C)cc1	i	17

Bioassay records (PubChem BioAssay)

The list is partial (hit frequency here may not be typical).
